CCR6 antag: antagonists of human CCR6 receptor; AID 493098; P51684; inhibition, % at 20 µM; actives 0.49% (n = 340,000); CHO-K1 CCR6 PathHunter beta-arrestin, luminescence, CCL20-stimulated;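 active = compounds whose inhibition of the agonist-driven luminescence signal at 20 µM reaches about 50%, limit read from the data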;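 note: cells stimulated with CCL20 at 14 nM final; plate controls were DMSO with CCL20 for no effect and DMSO without agonist for full effect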
Gli-Sufu antag: Gli-Sufu pathway antagonism | Sufu-KO-LIGHT fibroblasts, Gli luciferase reporter luminescence | actives 0.74% (n = 340,000) | inhibition, % at 5 µM;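 active = inhibition above about 55%, limit read from the data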;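 note: 0% = DMSO-treated cells and 100% = wells with medium but no cells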
CXCR6 inh: inhibitors of human CXCR6 receptor; O00574; inhibition, % at 20 µM; actives 0.36% (n = 360,000); CHO-K1 PathHunter CXCR6 beta-arrestin, luminescence; in the data active = inhibition above about 34%, passing the limit was not always enough;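 note: antagonist mode with CXCL16 agonist at 10 nM final; 0% = 10 nM CXCL16 with DMSO and 100% = unstimulated wells without agonist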
697 NFkB inh: inhibitors of the PMA/ionomycin-induced NF-kB reporter in 697 B cells. actives 0.33% (n = 330,000). inhibition, % at 4 µM. AID 435022. 697 B-cell NF-kB luciferase reporter, 16 h; in the data active = inhibition above about 35%
XBP1 UPR activ: activators of adaptive arm of unfolded protein response (XBP1). AID 463104. actives 0.33% (n = 330,000). activation, % at 20 µM. CHO-XBP1 luciferase reporter, IRE1-XBP1 UPR activation, luminescence; percent of tunicamycin response, DMSO as zero;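 active = versus positive control, 20 µM dose yields 30% or more activation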;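 note: 100% = tunicamycin at 10 µg/mL and 0% = DMSO only wells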
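Material: CHO cell line with stable XBP1 luciferase reporter; schedule: 16-18 h cell attachment at 37 °C, then 6 h compound exposure; signal: glow luminescence from Steady-Glo reagent; medium: serum-containing F12 medium, 10% FBS; benchmarks: tunicamycin 10 µg/mL and vehicle-only wells; read-out: percent activation relative to tunicamycin reference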
EBI2 antag: EBI2 (human) antagonism; EBI2 beta-arrestin recruitment, luminescence, 7a,25-OHC stimulated; inhibition, % at 5 µM; actives 0.81% (n = 360,000); AID 651636; in the data active = inhibition above about 38%;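 note: enzyme fragment complementation signal reports receptor beta-arrestin coupling in cells; 0% = agonist plus DMSO wells and 100% = wells without agonist; some results beyond the cut were filed as inactive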
Mdm2 MdmX PPI: inhibitors of human Mdm2/MdmX interaction. inhibition, % at 8 µM. SaOS-2 split-luciferase Mdm2/MdmX complementation, luminescence. actives 3% (n = 330,000);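 active = inhibition of at least 50% at 8 µM in the primary screen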
Target sequence (O15151 whole entry, looked up): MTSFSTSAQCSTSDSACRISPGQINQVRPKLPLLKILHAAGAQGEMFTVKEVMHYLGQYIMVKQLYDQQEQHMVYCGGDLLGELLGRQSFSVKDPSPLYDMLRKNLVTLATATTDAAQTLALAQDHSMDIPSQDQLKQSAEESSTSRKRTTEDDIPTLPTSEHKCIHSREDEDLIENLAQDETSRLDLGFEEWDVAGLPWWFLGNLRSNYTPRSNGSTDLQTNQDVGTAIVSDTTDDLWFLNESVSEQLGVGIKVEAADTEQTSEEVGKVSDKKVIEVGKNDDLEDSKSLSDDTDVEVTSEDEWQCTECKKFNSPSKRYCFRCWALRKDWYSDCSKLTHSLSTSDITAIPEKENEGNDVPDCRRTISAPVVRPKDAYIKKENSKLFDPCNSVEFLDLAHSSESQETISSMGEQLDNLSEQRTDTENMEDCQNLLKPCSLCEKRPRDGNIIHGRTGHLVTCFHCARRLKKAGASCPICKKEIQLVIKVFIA
Target sequence (Q00987 whole entry, looked up): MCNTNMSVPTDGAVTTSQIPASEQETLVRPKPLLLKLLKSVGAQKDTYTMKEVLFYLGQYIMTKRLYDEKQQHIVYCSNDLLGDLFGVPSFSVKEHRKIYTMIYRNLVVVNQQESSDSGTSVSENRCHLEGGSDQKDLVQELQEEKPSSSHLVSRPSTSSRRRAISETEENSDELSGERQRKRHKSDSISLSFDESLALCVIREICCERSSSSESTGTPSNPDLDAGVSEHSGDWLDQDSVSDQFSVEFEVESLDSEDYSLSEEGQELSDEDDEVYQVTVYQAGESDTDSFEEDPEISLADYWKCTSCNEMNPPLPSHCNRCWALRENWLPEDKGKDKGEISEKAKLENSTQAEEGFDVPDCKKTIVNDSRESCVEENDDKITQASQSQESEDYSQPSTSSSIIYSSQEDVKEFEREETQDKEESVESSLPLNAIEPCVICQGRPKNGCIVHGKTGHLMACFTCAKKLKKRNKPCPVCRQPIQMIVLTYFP
UPR CHOP act: activators of apoptotic arm of unfolded protein response (CHOP). CHO-CHOP luciferase reporter, UPR activation, luminescence; percent of tunicamycin response over DMSO baseline. activation, % at 10 µM. actives 0.34% (n = 330,000). AID 449763;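 active = at 10 µM dose, activation of 40% or more, normalized to positive control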;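 note: 100% = tunicamycin at 10 µg/mL and 0% = DMSO alone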
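Test system: CHO CHOP reporter cells. Input: 500 CHO-CHOP cells per well. Medium: F12 with 10% FBS. Technique: luciferase luminescence. Measure: percent activation relative to tunicamycin control. Dosing: 10 µM compound, 0.5% DMSO. Timing: 16-18 h cell attachment, then 6 h compound exposure, 37 °C.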
Jurkat NFkB inh: inhibitors of the PMA/ionomycin-induced NF-kB reporter in Jurkat cells; actives 0.53% (n = 330,000); PMA/ionomycin-induced NF-kB luciferase reporter, luminescence; inhibition, % at 4 µM; AID 435003; in the data active = inhibition above about 50%
* marks the source's active call; other numbers are inactive results; x = not tested or not shown. The order is random, and some 5% of all compounds hit somewhere here.

The opening 2 compounds, ahead of the listing:
entry	molecule	CCR6 antag	Gli-Sufu antag	CXCR6 inh	697 NFkB inh	XBP1 UPR activ
1	O=C(NCCC(=O)N1CCN(c2ccccn2)CC1)c1ccc(Br)cc1	1	7	1	16	-1
2	CCOC(=O)N1CCN(S(=O)(=O)N2CCCC(C(=O)NCCc3ccc(C)cc3)C2)CC1 (configuration not stated)	10	7	-3	3	-1

entry	EBI2 antag	Mdm2 MdmX PPI	UPR CHOP act	Jurkat NFkB inh
1	1	11	-1.2	-1
2	9	27	1.3	-5

Results, from the start:
entry	molecule	CCR6 antag	Gli-Sufu antag	CXCR6 inh	697 NFkB inh	XBP1 UPR activ
1	O=C(NCCC(=O)N1CCN(c2ccccn2)CC1)c1ccc(Br)cc1	1	7	1	16	-1
2	CCOC(=O)N1CCN(S(=O)(=O)N2CCCC(C(=O)NCCc3ccc(C)cc3)C2)CC1 (configuration not stated)	10	7	-3	3	-1
3	C=C(C)CN=C1NN=C(c2cc(C)n(-c3ccc(C)cc3)c2C)CS1	-14	27	3	-10	-1
4	CSc1nc(Cl)cc(Nc2ccccc2N)n1	3	0	6	3	-1
5	COC(=O)C1CCN(C(=O)c2ccc(Cl)c(S(=O)(=O)NCc3cccnc3)c2)CC1	10	5	-3	-15	-1
6	CCOC(=O)C1CCN(S(=O)(=O)C(F)(F)c2nc3ccccc3s2)CC1	7	-31	0	-26	1
7	Cc1ccc(-c2csc(N/N=C/c3ccco3)n2)c(C)c1	-1	-13	2	-403	3
8	CC(Oc1ccc(Cl)cc1)C(=O)NNC(=S)NC(=O)c1ccco1 (configuration not stated)	27	13	18	11	-4
9	NS(=O)(=O)c1ccc2nc(-c3ccccc3)c(-c3ccccc3)nc2c1	6	-10	-1	-7	7
10	Cc1noc(C)c1CSc1nnc2cc(C)c3ccccc3n12	-8	-2	x	6	-1
11	CCOc1ccc(C(=O)Nc2cc(C)on2)cc1OCC	-6	5	0	-9	3
12	O=C(O)CCCc1c(-[n+]2ccccc2)[nH]c2ccccc12	-9	-9	-5	4	-1
13	CCCCSc1nc2c(c(C(F)(F)F)c1C#N)CCC2	5	5	5	20	-1
14	O=C1c2ccc3c4c(ccc(c24)C(=O)N1NC(=O)C(F)(F)F)CC3	-22	-8	-3	8	1
15	O/C(=C\c1nc2ccccc2[nH]1)c1cccs1	24	-23	3	-74	3

entry	EBI2 antag	Mdm2 MdmX PPI	UPR CHOP act	Jurkat NFkB inh
1	1	11	-1.2	-1
2	9	27	1.3	-5
3	8	2	3.9	6
4	-7	-4	-0.1	-1
5	-1	14	-1.2	2
6	3	18	0.7	-5
7	14	32	2.7	-89
8	0	40	2.9	17
9	3	17	2.1	-4
10	x	-9	0.8	5
11	-9	9	1.5	-1
12	-11	1	1.2	-4
13	9	19	-1.0	6
14	-5	24	2.0	-2
15	-4	-39	8.2	-50

entry	molecule	CCR6 antag	Gli-Sufu antag	CXCR6 inh	697 NFkB inh	XBP1 UPR activ
16	Cc1cccc(N2CCN(C(=O)Cc3cn(C)c4ccccc34)CC2)c1C	10	12	0	-23	0
17	O=c1c2c(n3cnnc3n1C1CCCCC1)-c1ccccc1CC21CCCCC1	38	4	13	-42	0
18	CC1=C(C(=O)OCC2CCCO2)C(c2ccc(Cl)c(Cl)c2)NC(=O)N1 (configuration not stated)	0	12	3	-6	-3
19	Cc1cnc(C(=O)OCC(=O)N2CCc3ccccc32)cn1	12	-8	9	6	-2
20	COc1ccc(CCNC(=O)/C=C/c2ccc(OC)c(S(=O)(=O)N3CCOCC3)c2)cc1	-12	9	3	0	-2
21	COc1ccc(C(=O)/C=C/Nc2ccc(S(=O)(=O)Nc3cccc(C(C)=O)c3)cc2)cc1	12	43	-4	-27	1
22	O=C(CCCc1ccccc1)N=C1SC2CS(=O)(=O)CC2N1c1ccccc1F (configuration not stated)	9	-6	-4	-11	-2
23	O=C(Nc1ccccc1-c1ccccc1)C1CCCCC1	12	-11	10	8	2
24	CCOC(=O)c1sc(NC(=O)CCN2CCN(CC)CC2)c(C(=O)OCC)c1C	17	29	4	-22	4
25	COc1cc(CC(=O)OCC(=O)Nc2ccc3c(c2)OCCO3)cc(OC)c1OC	-6	10	-1	14	-2
26	O=C(C1CCCC1)N1CCC(CC2CC(c3cccc(Br)c3)=NO2)(C(=O)NCC2CCCCC2)CC1 (configuration not stated)	20	13	13	11	-4
27	CCN(CC)C(=O)CN1C(=O)c2cccc3cccc(c23)C1=O	8	3	0	13	-1
28	Cc1ccc(NC(=O)CSc2nc3ccccc3c(=O)[nH]2)cc1[N+](=O)[O-]	2	2	-2	-14	-2
29	O=C(C1CCCN(S(=O)(=O)c2cc(Cl)ccc2Cl)C1)N1CCCC1 (configuration not stated)	2	0	-3	14	-8
30	CC(=O)c1cccc(N(CC(=O)NCCc2ccccc2)C(=O)c2csnn2)c1	1	-12	5	-24	7

entry	EBI2 antag	Mdm2 MdmX PPI	UPR CHOP act	Jurkat NFkB inh
16	37	53*	-0.4	-1
17	4	22	-1.1	-16
18	2	-9	1.2	-3
19	-8	-48	-0.5	8
20	1	18	-0.7	8
21	9	17	8.1	-14
22	0	31	2.2	-3
23	-5	-3	1.2	5
24	7	11	0.7	-2
25	-11	20	-0.2	0
26	9	33	-0.3	4
27	-1	-1	-1.8	9
28	10	14	-1.4	-8
29	9	27	0.3	3
30	-9	9	-0.8	2

Compound profiles, as listed above. Values in the order: CCR6 antag, Gli-Sufu antag, CXCR6 inh, 697 NFkB inh, XBP1 UPR activ, EBI2 antag, Mdm2 MdmX PPI, UPR CHOP act, Jurkat NFkB inh
Profile of `CCOC(=O)c1sc(NC(=O)CCN2CCN(CC)CC2)c(C(=O)OCC)c1C` = 17, 29, 4, -22, 4, 7, 11, 0.7, -2
Profile of `CC(=O)c1cccc(N(CC(=O)NCCc2ccccc2)C(=O)c2csnn2)c1` = 1, -12, 5, -24, 7, -9, 9, -0.8, 2
Profile of `O=C(Nc1ccccc1-c1ccccc1)C1CCCCC1` = 12, -11, 10, 8, 2, -5, -3, 1.2, 5

Following part.
entry	molecule	CCR6 antag	Gli-Sufu antag	CXCR6 inh	697 NFkB inh	XBP1 UPR activ
31	C=CCc1ccc(OCCOCCOc2ccc(C)cc2[N+](=O)[O-])c(OC)c1	24	5	-2	9	-3
32	O=C1C=C(/C=C/c2ccccc2)C[C@@H](c2ccc3c(c2)OCO3)C1	12	-24	4	-27	0
33	CCNC(COC(=O)c1ccc([N+](=O)[O-])cc1)C1CCCCC1 (configuration not stated)	14	-1	6	x	x
34	O=S(=O)(Nc1ccc(S(=O)(=O)Nc2nccs2)cc1)c1ccc(Br)cc1	-4	4	2	-29	-2
35	COc1cc(SC)ccc1C(=O)Nc1cc(C)ccn1	0	-117	-5	-174	-1
36	Cc1cc(Cl)ccc1NC(=S)N1CCOCC1	-2	1	12	3	-4
37	CC1(C)CC(=O)/C(=C(/O)Cc2ccccc2)C(=NCCc2ccccc2)C1	16	7	-8	-10	-1
38	Cc1ccnc2nc(C(=O)OCC(=O)Nc3ccc([N+](=O)[O-])cc3Br)nn12	0	-2	-5	2	-1
39	CCCCNC(=O)c1sc2ncnc(N3CCc4ccccc4C3)c2c1C	-11	12	-2	-2	-2
40	CCOC(=O)CSc1snnc1C	-4	0	-2	23	2
41	O=C(NC1CCCCC1)c1ccc2c(c1)S(=O)(=O)c1ccccc1C2=O	-4	2	-19	5	4
42	Cc1ccnc(NC(=S)NC(=O)c2cccs2)c1	29	-139	11	-181	-1
43	CSc1cccc(NC(=S)NCCCN2CCN(c3ccc(F)cc3)CC2)c1	9	-7	-2	-16	1
44	O=C(NCc1cccnc1)c1ccc(Br)o1	0	-2	-6	3	0
45	COc1ccc(C)cc1NC(=O)CN1C(=O)COc2ccc(S(=O)(=O)N3CCCCC3)cc21	7	-12	0	-2	-1

entry	EBI2 antag	Mdm2 MdmX PPI	UPR CHOP act	Jurkat NFkB inh
31	6	1	-0.7	-4
32	19	-9	1.9	-9
33	2	x	x	x
34	9	10	-1.3	-7
35	13	-133	-1.8	-116
36	-2	5	-1.0	0
37	-5	9	2.8	-10
38	-2	2	4.4	11
39	16	18	-1.8	-12
40	-2	2	-3.0	-2
41	0	0	0.9	-28
42	-7	-85	2.5	-201
43	-5	22	0.3	-4
44	-7	-15	0.9	9
45	7	14	0.8	7

Retrieved by structure from above:
entry	molecule	CCR6 antag	Gli-Sufu antag	CXCR6 inh	697 NFkB inh	XBP1 UPR activ
31	C=CCc1ccc(OCCOCCOc2ccc(C)cc2[N+](=O)[O-])c(OC)c1	24	5	-2	9	-3
40	CCOC(=O)CSc1snnc1C	-4	0	-2	23	2

entry	EBI2 antag	Mdm2 MdmX PPI	UPR CHOP act	Jurkat NFkB inh
31	6	1	-0.7	-4
40	-2	2	-3.0	-2

Following part:
entry	molecule	CCR6 antag	Gli-Sufu antag	CXCR6 inh	697 NFkB inh	XBP1 UPR activ
46	CC1(C)Cc2cccc(C(=O)Nc3ccc(F)cc3F)c2O1	22	-31	-4	0	1
47	CCc1ccc(C2NC(=S)NC3=C2C(=O)CC(C)(C)C3)cc1 (configuration not stated)	-8	-4	-1	20	-2
48	C/C=C/C(=O)OCC(=O)Nc1nc2ccc(C)cc2s1	15	17	1	-18	-1
49	c1ccc(-c2csc3ncnc(N4CCN(Cc5ccc6c(c5)OCO6)CC4)c23)cc1	19	15	6	-27	-5
50	COc1ccc(C2(C(=O)Nc3ccc(C(=O)O)cc3)CCOCC2)cc1	-8	18	0	29	1
51	CCCC(NC(=S)NCC1CCCO1)C12CC3CC(CC(C3)C1)C2 (configuration not stated)	31	18	15	5	3
52	CCOc1ccc(C2/C(=C(\O)c3ccc(OC)c(OC)c3)C(=O)C(=O)N2c2cc(C)on2)cc1OC (configuration not stated)	-7	-8	4	8	2
53	COc1cccc(NC(=O)c2ccc(S(=O)(=O)N3CCCCC3)cc2)c1	6	-2	-1	16	-4
54	O=C(CCC(=O)Nc1ccccc1Cl)NNC(=O)COc1ccc([N+](=O)[O-])cc1	10	1	-4	19	-3
55	CCOc1c2ccc(C(=O)NCc3ccc4c(c3)OCO4)cc2nn1CCOC	-11	-9	-2	11	2
56	O=C(CSc1nnc(-c2ccccc2)n1CC1CCCO1)N1CCCC1 (configuration not stated)	-4	4	0	12	-5
57	COC(=O)c1c(-c2ccccc2Cl)noc1-c1cnc(N)nc1C(F)(F)F	1	1	0	5	-4
58	Cc1ccc(NC(=S)Nc2ccc(Br)cc2)cc1	14	-13	-2	17	5
59	CCOC(=O)c1cc(C#N)c(SCC(=O)O)[nH]c1=O	-9	-32	-4	14	-2
60	O=C1CCN(Cc2ccc(Cl)cc2Cl)C(=O)N1	14	3	-3	x	x

entry	EBI2 antag	Mdm2 MdmX PPI	UPR CHOP act	Jurkat NFkB inh
46	-2	-6	2.5	-6
47	2	36	1.1	13
48	-5	-6	1.8	-28
49	21	14	2.5	10
50	-15	-23	-2.4	-13
51	-5	39	12	5
52	-11	10	-1.6	-4
53	28	33	-0.3	5
54	-6	17	-0.4	3
55	0	-5	1.2	7
56	-9	4	0.1	2
57	3	14	0.4	0
58	5	-20	1.1	-15
59	-11	-27	0.2	3
60	-3	x	x	x
